PKM2 act: qHTS Assay for Activators of Human Muscle isoform 2 Pyruvate Kinase. Pyruvate kinase PKM (Homo sapiens), P14618. actives 0.34% (n = 260,000). purified PKM2, Kinase-Glo ATP luminescence, activation; response scale: 0% is enzyme alone, no compound. Potency, µM (series often up to 57.5 µM), without a hit: at the highest dose activation, most hits filed as activators; also: potency is read from the fitted curve at half-maximal effect; % is scaled to controls: 0 for no effect and ±100 for the full control effect; nearly all actives have a fitted effect of over 55% in size
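Kinase-Glo luminescence reports ATP generated from ADP (0.1 mM) and PEP (0.5 mM) by purified hPK-M2 after 1 h at room temperature, pH 7.2 imidazole buffer; intermediate enzyme activity allows detecting inhibitors and activators.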
MBNL1-CUG inh: qHTS Assay for Inhibitors of MBNL1-poly(CUG) RNA binding | Potency, µM (top dose mostly 57.5 µM), for the others: at the highest dose activity change, negative = inhibition, hits mostly inhibitors | TR-FRET MBNL1-His/biotin-(CUG)12 binding, 665/545 ratio | Muscleblind-like protein 1 (Homo sapiens), Q9NR56 | actives 0.036% (n = 280,000); active = well fitted inhibition curve with a large enough effect in the signal ratio, with a control signal flat, not every such curve was filed as active; inconclusive = small, poorly fitted or top-dose-only effect, or effect the other way, or a change in a side signal; inactive = no such curve, though single readings can be large or run the other way; the % refers to the signal ratio; also: potency is read from the fitted curve at half-maximal effect; % is scaled to controls: 0 for no effect and ±100 for the full control effect
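His-tagged MBNL1 binding to biotinylated (CUG)12 RNA was measured by TR-FRET using terbium anti-His antibody (0.055 ng/ul final) and streptavidin-XL665 (5 nM final). Compounds were titrated 92 nM to 58 uM; 60 min at room temperature.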
Eya2 inh: qHTS Assay for Inhibitors of the Phosphatase Activity of Eya2; recombinant Eya2, OMFP fluorescence dephosphorylation (OMFP is methylfluorescein phosphate); actives 0.006% (n = 330,000); Potency, µM (highest dose often 76.9 µM), inactives show top-dose activity, negative = inhibition, usual class: inhibitors; AID 488837, 2010; also: potency is read from the fitted curve at half-maximal effect; % is scaled to controls: 0 for no effect and ±100 for the full control effect
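Eya2 (0.2 uM) preincubated 10 min at ambient with compound, then OMFP substrate added at 50 uM; 10 min reaction in 50 mM HEPES pH 7.5, 50 mM NaCl, 5 uM MgCl2, 0.05% BSA, 1 mM DTT. Fluorescence read at Ex 485/Em 525 nm.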
ASM inhibitor: Inhibitors of Secretory Acid Sphingomyelinase (S-ASM): qHTS; placental ASM, HMU-PC fluorogenic substrate, 60 min; actives 0.006% (n = 340,000); Potency, µM (highest dose often 57.5 µM), inactives show at the highest dose activity change, negative = inhibition, hits mostly inhibitors; Sphingomyelin phosphodiesterase (Homo sapiens), P17405; also: potency is read from the fitted curve at half-maximal effect
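Fluorescence read-out (Ex 386 nm, Em 447 nm) after stopping the reaction at pH 10. Enzyme: ASM from human placenta; substrate HMU-PC0, 9 uM final; 60 min, 37 °C. Compound preincubation 10 min, ambient temperature.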
GALK inhibitor: qHTS Assay for Inhibitors of Human Galactokinase (GALK). actives 0.007% (n = 270,000). P51570. AID 1868, 2009. Potency, µM (titrated, usually from 57.5 µM), without a hit: at the highest dose activity change, negative = inhibition, actives largely listed as inhibitors. Purified GALK, Kinase-Glo residual ATP luminescence; also: potency is read from the fitted curve at half-maximal effect; % is scaled to controls: 0 for no effect and ±100 for the full control effect
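ATP-depletion format; final 35 uM ATP, 100 uM D-galactose, 5 nM enzyme; pH 8.0 HEPES/Mg2+ buffer; 60 min RT; luminescence read 10 min after detection reagent.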
TSHR antag: Antagonists of the Thyroid Stimulating Hormone Receptor: HTS campaign. TSHR-expressing cells, TSH-stimulated cAMP HTRF, 2 h; active compounds read low. activity change, negative = inhibition, % at 11.5 µM. actives 0.2% (n = 330,000). AID 504810, 2011;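 active = activity change below a set negative limit, meaning inhibition stronger than a set level, cut at about -70% in these data; inconclusive = activity change between two set negative limits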; also: % is scaled to controls: 0 for no effect and ±100 for the full control effect
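Competitive HTRF cAMP read-out (cryptate anti-cAMP antibody, cAMP-d2; 30 min, room temperature) in freshly harvested TSHR cells. Compounds added before TSH at EC80 (4nM final), followed by 2 hours' incubation at 37 deg C.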
Mito fusion act: qHTS Assay for Small Molecule Inhibitors of Mitochondrial Division or Activators of Mitochondrial Fusion; Potency, µM (series often up to 46.1 µM), for inactives: at the highest dose growth rescue (activation), hits mostly activators; S. cerevisiae fusion-defective mutant growth rescue, CellTiterGlo 48 h; actives 0.23% (n = 320,000);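 also: potency is read from the fitted curve at half-maximal effect; % of control where 0% means no effect; nearly all actives have a fitted effect of over 45% in size; temperature-sensitive fusion mutants such as fzo1-1 at 37 °C on non-fermentable ethanol glycerol medium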
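Yeast fusion mutant, YPEG (non-fermentable carbon), compound, 48 h at 37C non-permissive; CellTiterGlo added, 10 min RT, luminescence read. Rescued growth = division inhibition.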
hERG WT inh: qHTS for Inhibitors of KCHN2 3.1: Wildtype qHTS; actives 0.37% (n = 340,000); activity change, % at 1.84 µM; U2OS, BacMam KCNH2, thallium flux FluxOr; active compounds read low; Voltage-gated inwardly rectifying potassium channel KCNH2 (Homo sapiens), Q12809;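 active = maximum activity change below -70%; inconclusive = maximum activity change between -70% and -50%; inactive = maximum activity change above -50%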; also: % is scaled to controls: 0 for no effect and ±100 for the full control effect
Target sequence (Q12809 whole entry, looked up): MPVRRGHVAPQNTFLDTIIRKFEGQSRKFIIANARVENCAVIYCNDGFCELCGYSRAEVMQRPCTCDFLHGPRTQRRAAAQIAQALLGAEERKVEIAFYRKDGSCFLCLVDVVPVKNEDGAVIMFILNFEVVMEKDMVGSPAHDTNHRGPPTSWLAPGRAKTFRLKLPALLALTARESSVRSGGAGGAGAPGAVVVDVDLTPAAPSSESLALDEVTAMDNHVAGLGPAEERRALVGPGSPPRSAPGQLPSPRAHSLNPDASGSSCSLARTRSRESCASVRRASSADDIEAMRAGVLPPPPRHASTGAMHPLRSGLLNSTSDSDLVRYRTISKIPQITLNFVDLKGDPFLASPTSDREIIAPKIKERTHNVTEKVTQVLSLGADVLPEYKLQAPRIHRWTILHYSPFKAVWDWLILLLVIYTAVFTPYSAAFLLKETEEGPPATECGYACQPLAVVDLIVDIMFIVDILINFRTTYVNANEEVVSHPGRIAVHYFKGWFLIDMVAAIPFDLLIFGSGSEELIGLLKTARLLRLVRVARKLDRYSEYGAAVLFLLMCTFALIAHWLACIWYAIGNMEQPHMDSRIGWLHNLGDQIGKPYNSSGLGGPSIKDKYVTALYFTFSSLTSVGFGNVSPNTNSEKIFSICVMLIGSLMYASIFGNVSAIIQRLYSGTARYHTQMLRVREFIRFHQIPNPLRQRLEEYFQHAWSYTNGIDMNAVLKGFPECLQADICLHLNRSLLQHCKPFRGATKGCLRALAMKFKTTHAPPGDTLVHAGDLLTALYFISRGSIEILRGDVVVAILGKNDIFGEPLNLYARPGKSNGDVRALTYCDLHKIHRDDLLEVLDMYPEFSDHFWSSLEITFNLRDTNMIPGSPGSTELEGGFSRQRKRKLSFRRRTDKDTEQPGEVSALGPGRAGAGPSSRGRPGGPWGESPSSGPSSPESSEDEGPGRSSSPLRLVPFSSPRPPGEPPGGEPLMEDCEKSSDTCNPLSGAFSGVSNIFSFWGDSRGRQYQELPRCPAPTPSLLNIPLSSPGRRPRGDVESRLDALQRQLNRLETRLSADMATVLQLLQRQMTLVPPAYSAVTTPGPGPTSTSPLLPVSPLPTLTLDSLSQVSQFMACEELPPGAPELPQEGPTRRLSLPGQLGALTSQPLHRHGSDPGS
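U2OS cells transduced with wild-type KCNH2 virus are loaded with FluxOr dye for 45 min, and thallium flux is measured in kinetic reads before and after stimulation buffer. Rate constants are normalized to DMSO controls.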
USP2a inh: qHTS Assay for Inhibitors of Ubiquitin-specific Protease USP2a Using CHOP2 as the Reporter; USP2 core, Ub-CHOP2 coupled fluorogenic reporter, 485/531; Potency, µM (series often up to 38.3 µM), without a hit: at the top dose activity change, negative = inhibition, usual class: inhibitors; actives 0.01% (n = 330,000); AID 463254, 2010; Ubiquitin carboxyl-terminal hydrolase 2 (Homo sapiens), O75604;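 also: potency is read from the fitted curve at half-maximal effect; plate controls were DMSO wells for no effect and full inhibition by NEM control for full effect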
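USP2 core (10nM final) preincubated 30min RT with compound in 20mM Tris-HCl pH 8.0, 2mM CaCl2, 2mM beta-mercaptoethanol, 0.05% CHAPS; 25nM Ub-CHOP2 plus 25nM reporter substrate added, fluorescence (Ex485/Em531) read after 60min.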
BCR signal inh: qHTS Assay to Find Inhibitors of Chronic Active B-Cell Receptor Signaling. ABC-DLBCL IkBa-CBG/CBR reporter, luminescence ratio, 4 h. Potency, µM (doses to about 46.1 µM), for inactives: at the highest dose ratio change, negative = lower green/red ratio, usual class: inhibitors. actives 0.05% (n = 340,000). AID 493014, 2011; active = well fitted inhibition curve with a large enough effect in the signal ratio, with a control signal flat, not every such curve was filed as active; inconclusive = small, poorly fitted or top-dose-only effect, or effect the other way, or a change in a side signal; the % refers to the signal ratio;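 also: potency is read from the fitted curve at half-maximal effect; plate controls were basal doxycycline-induced cells for no effect and cells given 10 µM MG132 for full effect; MG132 reads +100%, hits lower the ratio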
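Compounds up to 46 uM were incubated four hours with TMD8 cells whose green CBG68 luciferase is fused to IkappaBalpha; red CBR luminescence normalised the signal, and concentration-effect curves were fitted to fusion, red and ratio data.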
Menin-MLL TR inh: qHTS Assay for Inhibitors Targeting the Menin-MLL Interaction in MLL Related Leukemias: Competition With Texas Red Labeled MLL-derived Mutant Peptide; Menin + Texas Red MLL mutant peptide, fluorescence polarization; Potency, µM (titrated, usually from 61.6 µM), for the others: at the top dose FP activity change, negative = inhibition, hits mostly inhibitors; actives 0.23% (n = 270,000); active = well fitted inhibition curve with a large enough effect in the polarisation, with a control signal flat, not every such curve was filed as active; inconclusive = small, poorly fitted or top-dose-only effect, or effect the other way, or a change in a side signal; inactive = no such curve, though single readings can be large or run the other way; the % refers to the polarisation; also: potency is read from the fitted curve at half-maximal effect; % of control where 0% means no effect; many of its hits are not listed in these tables
* = called active by the depositor; ? = inconclusive; . = not tested or not shown; & = joins results of further samples; [ ] = dose if it differs, or a comment. Unless noted, calls follow the shape of the dose curve; as a rule, active = well fitted curve in the direction sought with a large enough effect; inconclusive = small, poorly fitted or top-dose-only effect, or another doubt; inactive = no such curve, though single readings can be large; an effect the other way counts as inactive or inconclusive.

SMILES	PKM2 act	MBNL1-CUG inh	Eya2 inh	ASM inhibitor	GALK inhibitor	TSHR antag	Mito fusion act	hERG WT inh	USP2a inh	BCR signal inh	Menin-MLL TR inh
CCCCn1c(N)c(N(Cc2ccccc2OC)C(=O)CCC(C)C)c(=O)[nH]c1=O	-1%	?	-6%	-1%	-3%	0	-1%	-4	2%	1%	.
Cn1c(-c2ccccc2)cnc1NCc1ccccc1	6%	-2%	0%	-4%	3%	4	-8%	9	-1%	?	-5%
COc1ccccc1NC(=O)CSc1nnnn1-c1ccc2c(c1)OCO2	1%	-5%	11%	1%	-2%	4	-2%	10	1%	?	5%
O=C(NCC(c1ccc(F)cc1)N1CCOCC1)c1cccnc1Sc1ccccc1 (stereo not drawn)	.	.	19%	2%	.	9	-1%	0	2%	-1%	.
CCC(=O)Nc1c(-c2cccs2)c(=O)c2ccccc2n1C	1%	1%	3%	2%	-1%	6	8%	-2	1%	3%	?
COc1ccc(C(=O)N(C)C2(C)CCS(=O)(=O)C2)cc1OC (stereo not drawn)	.	.	23%	0%	.	-1	0%	-10	0%	5%	.
Cc1cc(C)c(S(=O)(=O)N2CCC3(CC2)OCCN3S(=O)(=O)c2cccs2)c(C)c1	.	.	-5%	0%	.	-1	9%	-3	-1%	?	.
COc1ccc(NC(=O)c2c(C)nn(-c3ccccc3)c2Cl)cc1	1%	-4%	2%	-1%	4%	-5	1%	-3	-1%	-1%	-11%
CC(C)C[C@H]1CN=C(Nc2ccccc2)N1CCc1ccc(F)cc1	.	.	-19%	0%	.	4	1%	53	0%	-12%	.
C/C(=N\OCC(=O)NC12CC3CC(CC(C3)C1)C2)c1cc2ccccc2o1	-6%	-10%	-13%	-19%	0%	4	9%	-5	-5%	17%	-25%
O=C(O)C1C2C=CC(CC2)C1C(=O)O (stereo not drawn)	-4%	-4%	28%	2%	2%	15	-1%	-14	-1%	?	6%
COc1ccc(CNC(=O)CN2C(=O)CSc3ccc(S(=O)(=O)N4CCOCC4)cc32)c(OC)c1	.	3%	-10%	0%	0%	44	4%	9	3%	?	.
O=C(NC12CC3CC(CC(C3)C1)C2)c1cc(F)c(F)cc1Cl	-3%	-2%	5%	-1%	-3%	-10	-1%	-13	4%	1%	-12%
CSC[C@H](NC(=O)COc1cc2c(c3oc(=O)cc(C)c13)CCC(C)(C)O2)C(=O)O	.	1%	-20%	62%[activator]	1%	19	12%	2	-2%	0%	-6%
O=C1[C@H](O)[C@@H](O)C(=O)N1Cc1ccccc1	.	7%	-9%	-3%	-1%	-5	-2%	-13	1%	0%	?
COc1ccccc1-c1nnn(CC#N)n1	2%	-13%	1%	3%	18%	-4	0%	0	0%	0%	4%
COC(C[C@H]1O[C@@H]1[C@@H](O)[C@H](C)OCc1ccccc1)OC	-1%	-5%	-11%	3%	-1%	7	6%	-1	0%	-1%	.
CCNC(=S)Nc1cc(OCC)c(NC(=O)c2ccco2)cc1OCC	-10%	-13%	-11%	0%	-2%	15	-4%	-2	-1%	5%	6%
CCOC(=O)N1CCC(Nc2c(NCCCN(CC)CC)c(=O)c2=O)CC1	-1%	-9%	5%	7%	2%	-5	-3%	-6	-3%	-1%	-4%
COC(=O)NCC(c1ccco1)N1CCN(c2ccc(OC)cc2)CC1 (stereo not drawn)	5%	0%	6%	1%	0%	-6	-3%	-6	9%	-12%	1%
COCCN(C(=S)Nc1ccccc1OC)C1CCN(C(C)C)CC1	-7%	-2%	-1%	-3%	-2%	-2	10%	7	-1%	-1%	6%
COc1ccc(/C=N/NC(=O)CN(CCc2ccccc2)S(=O)(=O)c2ccc(NC(C)=O)cc2)cc1OC	-4%	.	-1%	-12%	1%	18	-3%	-4	0%	?	-17%
Nc1nc2ccccc2n1CCN1CCCC1	-3%	-10%	6%	7%	0%	7	-12%	-21	0%	0%	-22%
OC(CNCc1ccc(Cl)cc1)COc1ccccc1 (stereo not drawn)	.	-13%	10%	-1%	-1%	5	-21%	12	-1%	-2%	-10%
C=CCn1c(SCc2nc3scc(-c4ccccc4)c3c(=O)[nH]2)nnc1-c1ccccc1F	2%	.	-7%	-3%	3%	-14	5%	-6	-2%	9%	-19%

(listing goes on)
SMILES	PKM2 act	MBNL1-CUG inh	Eya2 inh	ASM inhibitor	GALK inhibitor	TSHR antag	Mito fusion act	hERG WT inh	USP2a inh	BCR signal inh	Menin-MLL TR inh
CC(C)(Oc1ccc(C2CC2(Cl)Cl)cc1)C(=O)O (stereo not drawn)	.	.	15%&3%	4%	.	2&-3	-12%&4%	0	3%	3%	1%&3%
CC1CN(S(=O)(=O)c2cc(C(=O)NCc3ccncc3)ccc2Cl)CC(C)O1 (stereo not drawn)	.	.	-3%	0%	.	12	1%	-2	-1%	0%	.
O=C(NC1CCCCC1)NC12CC3CC(CC(C3)C1)C2	1%	4%	4%	3%	1%	9	6%	5	11%	?	0%
O=C(NNC(=O)c1cccc(O)c1)Nc1ccc([N+](=O)[O-])cc1	-1%	?	-9%	0%	14%	-6	7%	-1	5%	?	7%
CC(=O)c1c(C)[nH]c(C(=O)Nc2ccc(S(=O)(=O)N(C)C)cc2)c1C	7.1µM*	-14%	1%	-1%	1%	0	-3%	5	-1%	?	.
COc1ccc(CCNC(=O)C2CCCN2S(=O)(=O)c2cccc3nsnc23)cc1OC (stereo not drawn)	.	?	8%	2%	1%	-3	0%	3	6%	-9%	.
S=C(Nc1cccc2ccccc12)NN1CCOCC1	-3%	12%	12%	4%	-1%	4	-11%	0	0%	-9%	3%
COc1ccccc1NC(=O)C1=C(C)NC(=O)NC1c1ccco1 (stereo not drawn)	-4%	-2%	13%	7%	1%	-3	2%	-3	1%	9%	.
Cc1cc(/C=C2\SC(=O)N(CC(=O)Nc3ccccc3F)C2=O)c(C)n1C	-7%	20%	1%	9%	-2%	-9	6%	-6	0%	?	?
O=C(CC1COc2ccccc2O1)NCCc1ccccc1 (stereo not drawn)	-2%	0%	3%	-1%	-1%	-3	4%	7	3%	11%	12%
CCCOc1ccc(NC(=O)CC2C(=O)N(c3ccc(OCC)cc3)C(=S)N2C2CC2)cc1 (stereo not drawn)	-1%	-7%	11%	-2%	1%	-7	5%	-16	0%	5%	?
COc1ccc(-c2nn(-c3ccccc3)cc2/C=C2/SC(=S)N(CCC(=O)O)C2=O)c(C)c1	-14%[11.5 µM]	3%	11%	-9%	-4%	-3	2%	9	1%	7%	?
COc1ccc(NC(=O)/C(N=Nc2ccc(Cl)c(S(=O)(=O)Nc3ccc(Cl)cc3)c2)=C(\C)O)cc1	.	.	1%	-9%	.	21	.	1	1%	1%	.
COc1ccc([N+](=O)[O-])cc1NC(=O)CC1SC(=Nc2cccc(C)c2C)N(/N=C/c2cccc(OC)c2OC)C1=O (stereo not drawn)	-1%	6%	-7%	-3%&-3%	-2%	-14	-5%	-1&-1	1%	0%	7%
C/C(=N/OC(=O)c1ccc(C)cc1)C(=O)c1ccc(Br)cc1	-14%	-5%	-25%	-9%	-2%	22	-2%	0	3%	-1%	.

High-throughput results: PubChem BioAssay, National Center for Advancing Translational Sciences (NCATS)

An excerpt; count on the stated rates, not on these rows.
